UPR CHOP act – activators of apoptotic CHOP UPR arm, primary screen, cell-based, CHO-CHOP luciferase reporter, luminescence, uHTS; UPR activation; percent of tunicamycin response over DMSO baseline; activation, % at 10 µM; hit rate 0.34% among 330,000; AID 449763, 2010;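 active = at 10 µM dose, activation of 40% or more, normalized to positive control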;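 note: 100% = tunicamycin at 10 µg/mL and 0% = DMSO alone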
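Test system: CHO CHOP reporter cells. Input: 500 CHO-CHOP cells per well. Medium: F12 with 10% FBS. Technique: luciferase luminescence. Measure: percent activation relative to tunicamycin control. Dosing: 10 µM compound, 0.5% DMSO. Timing: 16-18 h cell attachment, then 6 h compound exposure, 37 °C.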
Jurkat NFkB inh – inhibitors of induced NF-kB luciferase reporter, primary screen, TCR NF-kB activation inhibitor project, cell-based, luminescence, uHTS; Jurkat, PMA/ionomycin-induced NF-kB luciferase reporter; inhibition, % at 4 µM; hit rate 0.53% among 330,000; AID 435003, 2010; in the data active = inhibition above about 50%
tim23-1 inh – growth inhibitors of tim23-1 mutant yeast, primary screen, luminescence, uHTS; inhibition, % at 20 µM; hit rate 1.3% among 330,000; S. cerevisiae tim23-1 growth, BacTiter-Glo luminescence, 24 h;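 active = growth inhibition of the mutant yeast at or above 50%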;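 note: temperature-sensitive mutant grown at 25 °C; plate controls were DMSO-treated mutant yeast for no effect and medium wells lacking yeast for full effect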
TIM10 inh – growth inhibitors of isogenic TIM10 control yeast, primary screen, counter-screen for tim10-1 yeast inhibitor project, luminescence, uHTS | hit rate 1.4% among 330,000 | inhibition, % at 10 µM | S. cerevisiae TIM10 strain growth, BacTiter-Glo luminescence, 24 h | AID 463195, 2010;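 active = inhibition of 40% or more at the single tested concentration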;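 note: wild-type TIM10 isogenic control strain grown at permissive 25 °C; 0% = DMSO yeast wells and 100% = minimal medium wells without yeast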
697 NFkB inh – inhibitors of PMA/ionomycin-induced NF-kB reporter, 697 cells, primary screen, B-cell NF-kB inhibitor project, cell-based, luminescence, uHTS. 697 B-cell NF-kB luciferase reporter, 16 h. inhibition, % at 4 µM. hit rate 0.33% among 330,000. AID 435022, 2010; in the data active = inhibition above about 35%
XBP1 UPR activ – activators of adaptive XBP1 UPR arm, primary screen, cell-based, CHO-XBP1 luciferase reporter, luminescence, uHTS; IRE1-XBP1 UPR activation; percent of tunicamycin response, DMSO as zero; activation, % at 20 µM; hit rate 0.33% among 330,000; AID 463104, 2010;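 active = versus positive control, 20 µM dose yields 30% or more activation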;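 note: 100% = tunicamycin at 10 µg/mL and 0% = DMSO only wells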
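Material: CHO-XBP1 cells stably carrying IRE1-XBP1-driven luciferase reporter / Amount: 1000 cells per well / Compound: 20 µM, 1% DMSO / Times: 6 h treatment, 37 °C / Detection: luciferase luminescence / Measure: % activation of reporter signal versus tunicamycin and DMSO controls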
tim10-1 inh – growth inhibitors of tim10-1 mutant yeast, primary screen, luminescence, uHTS; S. cerevisiae tim10-1 ts strain growth, BacTiter-Glo, 24 h; inhibition, % at 20 µM; hit rate 2.2% among 330,000;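 active = inhibition of at least 40%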;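 note: mutant grown at 25 °C; 0% = DMSO wells with yeast and 100% = wells holding no yeast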
Mdm2-MdmX inh – inhibitors of human Mdm2-MdmX association, primary screen, cell-based, luminescence, split luciferase, SaOS-2, uHTS; inhibition, % at 8 µM; hit rate 3% among 330,000; Protein Mdm4 (Homo sapiens) + E3 ubiquitin-protein ligase Mdm2 (Homo sapiens), …; AID 485346, 2010; SaOS-2 split-luciferase Mdm2/MdmX complementation;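 active = inhibition of at least 50% at 8 µM in the primary screen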
Target sequence (O15151 whole entry, looked up): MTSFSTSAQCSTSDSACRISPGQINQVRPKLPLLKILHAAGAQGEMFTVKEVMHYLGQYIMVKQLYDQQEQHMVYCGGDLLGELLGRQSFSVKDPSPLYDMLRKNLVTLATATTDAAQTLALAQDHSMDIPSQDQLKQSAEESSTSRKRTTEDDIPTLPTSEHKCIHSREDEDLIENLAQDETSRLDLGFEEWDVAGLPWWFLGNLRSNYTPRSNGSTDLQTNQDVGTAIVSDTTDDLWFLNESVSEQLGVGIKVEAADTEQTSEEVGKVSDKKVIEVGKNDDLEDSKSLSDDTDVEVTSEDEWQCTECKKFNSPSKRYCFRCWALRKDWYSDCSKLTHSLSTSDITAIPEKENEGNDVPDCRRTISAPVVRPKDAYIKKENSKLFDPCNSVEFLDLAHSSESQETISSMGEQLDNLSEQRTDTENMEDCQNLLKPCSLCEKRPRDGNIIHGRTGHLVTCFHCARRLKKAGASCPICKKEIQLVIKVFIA
Target sequence (Q00987 whole entry, looked up): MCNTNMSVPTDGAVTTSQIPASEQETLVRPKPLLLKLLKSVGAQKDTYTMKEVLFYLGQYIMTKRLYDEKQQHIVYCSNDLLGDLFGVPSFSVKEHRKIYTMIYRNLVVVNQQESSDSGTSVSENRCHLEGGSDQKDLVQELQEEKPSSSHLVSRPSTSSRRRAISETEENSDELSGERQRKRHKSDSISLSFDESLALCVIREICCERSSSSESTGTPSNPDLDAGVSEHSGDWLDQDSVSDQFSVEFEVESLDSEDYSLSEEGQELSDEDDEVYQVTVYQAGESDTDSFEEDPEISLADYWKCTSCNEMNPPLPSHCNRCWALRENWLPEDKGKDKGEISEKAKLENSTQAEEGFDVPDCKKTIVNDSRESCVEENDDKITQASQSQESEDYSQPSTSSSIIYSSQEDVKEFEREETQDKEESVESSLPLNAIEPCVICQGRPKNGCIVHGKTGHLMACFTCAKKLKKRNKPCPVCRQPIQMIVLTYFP
Numbers without * were called inactive.

SMILES	UPR CHOP act	Jurkat NFkB inh	tim23-1 inh	TIM10 inh	697 NFkB inh	XBP1 UPR activ	tim10-1 inh	Mdm2-MdmX inh
O=C(O)CSc1c2c(nc3cc(C(=O)Nc4cccc(C(F)(F)F)c4)ccc13)CCC2	-0.2	-2	10	20	0	1	28	34
Cc1ccccc1NC(=O)c1ccc2nc(N3CCOCC3)sc2c1	2.5	-19	12	2	-72	0	-5	6
CCOc1ccccc1NC(=O)c1cccc(NC(=O)CC(c2ccccc2)c2ccccc2)c1	-0.3	-9	12	-10	-21	-4	12	-1
CSc1nc2ccc(NC(=O)NC(=O)c3c(F)cccc3F)cc2s1	4.2	-42	3	1	-41	0	-14	11
O=C1C(=O)c2ccccc2C(O)=C1c1ccccc1F	-1.4	3	-26	-3	11	1	-46	10
Cc1ccc2c(c1)NCC(C(=O)NCc1ccccc1)O2 (stereo not drawn)	1.8	-6	8	-7	-14	2	17	-5
CCn1cc([N+](=O)[O-])c(C(=O)N2CCN(C(=O)c3ccco3)CC2)n1	-0.5	10	13	1	12	-4	-8	29
COC(=O)Nc1nnc(COc2cccc(C)c2)s1	0.9	11	-2	0	19	1	11	2
Cn1cccc1/C=N/n1c(-c2ccco2)n[nH]c1=S	-0.8	-3	-20	18	-8	5	18	13
COCCn1c(CCC(=O)O)ccc1-c1cccs1	-0.6	1	13	-3	-7	-1	-2	-27
O=C(Nc1nnc(-c2ccccc2)o1)c1cc(-c2cccs2)nc2ccccc12	0.3	5	21	15	-2	-3	49*	51*
COc1ccc(NC(=O)C2CCC(CNS(=O)(=O)c3csc(C(N)=O)c3)CC2)cc1OC (stereo not drawn)	0.5	-5	-4	-7	-6	2	-4	24
Nc1nc(SCC(=O)Nc2cc(C(F)(F)F)ccc2Cl)[nH]c(=O)c1NC(=O)c1ccco1	0.9	-7	1	-2	-26	-1	-3	18
Cc1ccccc1-c1nnc(SCC(=O)Nc2ccc(Cl)cc2)n1N	1.0	-1	15	9	10	0	14	-36
O=c1cc(N2CCCCC2)c(-c2ccccc2)nn1Cc1cccc(Cl)c1	-1.9	-24	21	0	-33	-3	12	-15

Individual results from the results shown.
Mdm2-MdmX inh, CSc1nc2ccc(NC(=O)NC(=O)c3c(F)cccc3F)cc2s1 = 11
XBP1 UPR activ, Cc1ccccc1NC(=O)c1ccc2nc(N3CCOCC3)sc2c1 = 0
Jurkat NFkB inh, O=C1C(=O)c2ccccc2C(O)=C1c1ccccc1F = 3

Single records (already shown). Values in the order: UPR CHOP act, Jurkat NFkB inh, tim23-1 inh, TIM10 inh, 697 NFkB inh, XBP1 UPR activ, tim10-1 inh, Mdm2-MdmX inh
COc1ccc(NC(=O)C2CCC(CNS(=O)(=O)c3csc(C(N)=O)c3)CC2)cc1OC (stereo not drawn) is entered as 0.5, -5, -4, -7, -6, 2, -4, 24
Cc1ccccc1-c1nnc(SCC(=O)Nc2ccc(Cl)cc2)n1N is entered as 1.0, -1, 15, 9, 10, 0, 14, -36
CCn1cc([N+](=O)[O-])c(C(=O)N2CCN(C(=O)c3ccco3)CC2)n1 is entered as -0.5, 10, 13, 1, 12, -4, -8, 29
Nc1nc(SCC(=O)Nc2cc(C(F)(F)F)ccc2Cl)[nH]c(=O)c1NC(=O)c1ccco1 is entered as 0.9, -7, 1, -2, -26, -1, -3, 18

(further entries)
SMILES	UPR CHOP act	Jurkat NFkB inh	tim23-1 inh	TIM10 inh	697 NFkB inh	XBP1 UPR activ	tim10-1 inh	Mdm2-MdmX inh
CCOC(=O)CNC(=O)CN1CCCN(S(=O)(=O)c2ccc(Br)s2)CC1	-2.4	-8	13	10	-12	-3	21	-39
COc1ccc([N+](=O)[O-])cc1N(CC(O)CN(CC(C)C)CC(C)C)S(=O)(=O)c1ccccc1 (stereo not drawn)	-0.1	23	23	22	-26	-1	25	13
CCC1=NN(C(=O)c2cccnc2)C(O)(C(F)(F)F)C1 (stereo not drawn)	0.4	14	5	-2	0	0	-2	8
Cc1cc(-c2nc(C)c(C(=O)NNS(=O)(=O)c3ccc(Cl)cc3Cl)s2)no1	-1.1	-2	6	-3	-29	-3	2	15
N#Cc1c(NC(=O)CCC(=O)O)sc2c1CCCC2	-0.7	-9	-4	-2	12	-4	2	8
Nc1nc(NCc2ccco2)nc(NCCO)c1[N+](=O)[O-]	-0.1	7	13	11	-4	2	7	-16
Cc1ccccc1N1C(=O)[C@@H]2Cc3ccccc3CN2C1=O	-2.4	7	11	-3	14	0	-12	-23
Fc1ccc(N2CCN(c3ncnc4c3nnn4Cc3ccccc3Cl)CC2)cc1	2.8	26	0	-10	-33	1	6	-5
COc1cc(C(=O)Nc2sc(C)c(C)c2C(=O)O)cc(OC)c1OC	-1.5	-9	21	1	8	2	23	-5
CCOC(=O)c1oc2nc(C(C)C)c3c(c2c1N)CCC3	-1.3	-6	37	21	7	1	43*	-10
CCOc1ccc(NC(=O)C(=O)N/N=C/c2ccccc2F)cc1	1.7	-9	-1	-3	10	-3	1	6
CCOCCCN(Cc1ccco1)C(=O)c1cc2c(=O)[nH]c3ccc(C)cc3c2s1	2.7	21	27	10	9	2	27	56*
CCc1nnc(N/N=C/c2ccc(-c3ccc([N+](=O)[O-])cc3)o2)n1N	0.9	-6	-6	8	15	1	5	6
Cn1cc([N+](=O)[O-])c(C(=O)Nc2ccc3nc(-c4ccccc4)[nH]c3c2)n1	3.6	-50	3	13	-18	0	-12	-67
O=C(NNC(=O)C12CC3CC(CC(C3)C1)C2)c1cccc(O)c1	1.9	7	2	3	44*	0	10	-32

Entries above printed as active in 697 NFkB inh:
SMILES	Jurkat NFkB inh	697 NFkB inh	XBP1 UPR activ	Mdm2-MdmX inh
O=C(NNC(=O)C12CC3CC(CC(C3)C1)C2)c1cccc(O)c1	7	44*	0	-32

Next section:
SMILES	UPR CHOP act	Jurkat NFkB inh	tim23-1 inh	TIM10 inh	697 NFkB inh	XBP1 UPR activ	tim10-1 inh	Mdm2-MdmX inh
CCOC(=O)c1c(CSC(=N)N)n(-c2ccc(C)cc2)c2cc(Br)c(OC(C)=O)cc12	56*	-6	21	13	-32	-6	18	92*
CN1CN(C)C(c2ccncc2)=C1c1ccncc1	-1.6	6	4	-2	4	-1	12	27
COc1cc(C(=O)OCC(=O)Nc2cc(C)on2)cc(OC)c1OC	0.0	4	-11	-19	16	1	-7	10
Cc1ccc(C)c(NC(=O)COC(=O)c2ccc3c(c2)OCCO3)c1	-0.5	0	9	-19	-5	0	16	-7
O=C(COC(=O)COc1ccc(Cl)cc1)NCCNC(=O)COC(=O)COc1ccc(Cl)cc1	-0.4	4	93*	-1	-9	-2	-14	16
CCOC(=O)C1(Cc2cccc(Cl)c2)CCCN(C(=O)CN2C(=O)CSC2=O)C1 (stereo not drawn)	2.8	-24	14	17	-16	-3	16	-17
Cc1cc(C)c(NC(=O)CN2CCN3CCCC3C2)c(C)c1 (stereo not drawn)	1.6	-1	8	-8	6	2	5	-10
COCCSc1ccccc1C(=O)NCc1ccco1	-0.9	-20	9	-4	-6	-4	-1	-11
O=C1CSC(=Nc2cccc(C(=O)O)c2)N1	1.0	-7	0	-9	-40	-2	16	-20
O=C(Cn1c(=O)oc2ccccc21)Nc1ccc(F)c(F)c1	0.6	3	2	5	8	-1	-10	14
COc1ccccc1CNC(=O)C(CCSC)NC(=O)c1cccc(S(=O)(=O)N2CCOCC2)c1 (stereo not drawn)	0.4	2	0	-3	-22	-2	6	-8
COc1cccc(OCC(=O)O/N=C(\N)c2ccncc2)c1	2.6	-14	-9	-3	-17	3	-7	-25
O=C(NCC(c1cccs1)N1CCOCC1)c1cc(=O)[nH]c2ccccc12 (stereo not drawn)	-0.4	10	-13	2	-1	-1	-7	6
CS(=O)(=O)N(CC(=O)N1CCc2ccccc2C1)c1cccc([N+](=O)[O-])c1	2.8	-54	25	1	-47	-4	5	8
COc1ccc2c(c1)CCc1c(C(=O)N3CCCCCC3)noc1-2	5.5	-114	21	7	-28	2	36	-133
NS(=O)(=O)c1ccc(NC(=S)N2CCN(c3ccc(Cl)c(Cl)c3)CC2)cc1	6.8	28	-19	7	-29	3	1	33
C=CCOc1cccc(/C=N/NC(=O)CC(=O)NC2CCCCC2)c1	-0.7	3	1	-5	11	-3	-19	-4
Cc1cccc(Oc2ccc(S(=O)(=O)N3CCCCC3)cc2N)c1	-1.0	16	25	32	-1	0	16	8
CC(C)N1CCN(Cc2cccc(-n3cccn3)c2)CC1CCO (stereo not drawn)	-0.7	-12	2	-18	10	0	-4	-13
CCC(=O)n1nc(-c2ccc(Cl)cc2)nc1SC	6.1	-49	3	-8	-77	4	5	-32
O=[N+]([O-])c1ccc(NC(=S)N2CCc3ccccc3C2)cc1	2.2	3	44	35	-10	2	41*	7
COc1ccc(OC)c(S(=O)(=O)N2CCN(CC(O)CN3CCOCC3)CC2)c1 (stereo not drawn)	1.2	-6	-3	4	15	0	-6	-6
CCCc1c(C(=O)N/N=C/c2cccs2)nnn1-c1nonc1N	1.4	4	5	-6	-12	-1	-4	1
Cc1cc2nc(-c3ccc(SCc4ccc(C#N)cc4)nc3)[nH]c2cc1C	1.9	-66	7	17	-66	-2	-26	19
COc1ccc(N(CC(=O)Nc2cc(C(=O)O)ccc2C)S(=O)(=O)c2c(C)noc2C)cc1	5.5	-18	8	-7	11	1	11	3
CCOC(=O)N1CCN(C(=O)/C(=C/c2ccc(Br)cc2)NC(=O)c2ccc(OC)cc2)CC1	-1.4	-13	-4	9	-28	-7	13	11
CCC(=O)Nc1c(C)c(CC)nc2ccccc12	3.1	-4	35	4	0	1	6	5
CCc1ccc(NC(=O)Cn2c(=O)oc3cc(S(=O)(=O)N4CCOCC4)ccc32)cc1	1.2	7	7	8	-7	-1	6	-13
CCN(CC)CCOC(=O)c1ccc(NC(=O)CCCN2C(=O)/C(=C\c3cccs3)SC2=S)cc1	1.3	-20	23	3	-31	-3	27	45
CC(=O)NC(CC(=O)OCC(=O)c1c(N)n(CC(C)C)c(=O)n(C)c1=O)c1ccccc1 (stereo not drawn)	0.8	3	8	8	-11	-4	-4	2
C=CCNCCOCCSc1ccc(Cl)cc1	-0.3	-11	1	-9	6	-3	-7	4
O=C(CNC(=O)C1CCCCC1)NCCCO	0.4	9	16	8	9	-2	3	24
O=C(Nc1ccccc1Oc1ccccc1)c1cc([N+](=O)[O-])ccc1Cl	2.0	0	32	9	13	-2	27	79*
COc1ccccc1N(CC(=O)Nc1ccc2c(c1)OCO2)S(=O)(=O)c1ccccc1	1.9	-4	22	2	-33	-1	33	-17
COc1ccc(CNC(=O)/C=C/c2ccccc2[N+](=O)[O-])cc1	0.1	-13	-6	-1	-15	1	3	8
COc1ccccc1CN(C)C(C)C(=O)Nc1cccc(C(C)=O)c1 (stereo not drawn)	-1.0	9	8	-4	-8	-1	4	27
O=C(CN1CCCC1)Nc1ccc([N+](=O)[O-])cc1	-1.4	-4	11	2	9	-2	1	12
CC(C)(C)OC(=O)N1CCC[C@H]1C(=O)OCC(=O)Nc1cc(S(C)(=O)=O)ccc1Cl	3.1	-2	20	6	11	-3	12	21
O=C(NNC(=O)c1ccc(Cn2cccn2)o1)NC12CC3CC(CC(C3)C1)C2	2.6	7	12	11	13	0	12	17
CCCCc1nc2cc(C(=O)N3CCNC(=O)C3CC(=O)OC)ccc2o1 (stereo not drawn)	0.0	11	11	-1	14	2	10	11
O=C1N2CCSC2=NC1(NS(=O)(=O)c1ccccc1)C(F)(F)F (stereo not drawn)	0.6	16	11	-2	15	4	2	-11
Cc1ccc(C(C(=O)NCC2CCCO2)N(C(=O)c2snc(C(N)=O)c2N)c2ccccc2)o1 (stereo not drawn)	0.3	4	25	19	6	1	0	11

Source: PubChem
